Screens (PubChem BioAssay)
mHTT-CaM PPI inh = mutant huntingtin-calmodulin interaction inhibitors – biochemical, AlphaScreen, primary screen; AlphaScreen His-mHTT/GST-CaM binding, luminescence; AID 1671202, 2021; inhibition, % at 15 µM; hit rate 3.6% among 190,000;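 note: 0% = both proteins with DMSO and 100% = one protein alone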
Pf apPOL inh = Pf-apPOL inhibitors, biochemical, fluorescence; Plasmodium falciparum apicoplast DNA polymerase (apPOL); Recombinant Pf-apPOL, molecular beacon fluorescence, 1.5 h; inhibition, % at 10 µM; hit rate 0.25% among 210,000
Active calls of the source: *; & = joins results of further samples. Cut-off read from the data, not from the text of the source: active = inhibition above about 50%; inactive = the rest. This is a random part of the collection, and some 3.5% of all compounds hit somewhere here.

CN(C)c1ccc(-c2ccc3oc(C4CCCN4C(=O)C4CC4)nc3c2)cc1 (stereo not drawn) was read as mHTT-CaM PPI inh 89* and Pf apPOL inh -13.
O=C1OC(c2cc([N+](=O)[O-])ccc2Cl)=N/C1=C\c1ccccc1 was read as mHTT-CaM PPI inh 0 and Pf apPOL inh -6.
Screening CC(C)CCN1CC(=O)N(Cc2ccc(N3CCOCC3)cc2)C(c2cccs2)C1=O (stereo not drawn) returned mHTT-CaM PPI inh 0 and Pf apPOL inh 6.
`O=C(CCN1C(=O)c2cccnc2C1=O)N1CCN(c2cccc(Cl)c2)CC1` gave mHTT-CaM PPI inh 23 and Pf apPOL inh -10.
For O=C(C=CSC=CC(=O)c1ccc(F)cc1)c1ccc(F)cc1 the results were Pf apPOL inh 1.
Screening COc1ccc(-n2nc(C(=O)NCC(=O)N3CC(C)CC(C)C3)c3ccccc3c2=O)c(OC)c1 (stereo not drawn) returned mHTT-CaM PPI inh 33 and Pf apPOL inh 4.
Screening CCCCOc1ccc(N2CC(C(=O)Nc3ncccc3C)CC2=O)cc1 (stereo not drawn) returned mHTT-CaM PPI inh 16&0 and Pf apPOL inh -5&-2.
COc1ccc(CN2CCc3nc(Nc4ccc(F)cc4F)ncc3C2)cc1OC was read as mHTT-CaM PPI inh 12 and Pf apPOL inh -8.
COc1ncccc1CN(C)C(=O)c1n[nH]c2c1CCCC2 was read as mHTT-CaM PPI inh 0 and Pf apPOL inh -2.
Screening COc1cccc(C(=O)N2CCC(COc3ccccc3C(=O)N3CCCC3)CC2)c1 returned mHTT-CaM PPI inh -6 and Pf apPOL inh 0.
COc1ccc(CCNC(=O)Cc2cn(C)c3ccccc23)cc1OC was read as mHTT-CaM PPI inh -1 and Pf apPOL inh -8.
Cc1cc(C)c(-c2noc(C)n2)c(NC(=O)c2cc(Cl)ccc2F)n1 was read as mHTT-CaM PPI inh -8 and Pf apPOL inh 1.
Screening O=C(Cc1cccc2ccccc12)Nc1ccc2nccnc2c1 returned Pf apPOL inh -4.
Cc1cc(C)cc(-c2nc(-c3cccc(-c4ccn[nH]4)c3)no2)c1 was read as mHTT-CaM PPI inh -5 and Pf apPOL inh -3.
`COc1cc2c(C(=O)O)c(-c3ccc(F)cc3Cl)n(C)c(=O)c2cc1OC` gave mHTT-CaM PPI inh 2 and Pf apPOL inh -3.
`N#Cc1ccsc1NC(=O)CCCSc1ccc(Cl)cc1` gave mHTT-CaM PPI inh -16 and Pf apPOL inh 2.
For NC(=O)c1ccccc1NC(=O)CCC1CCCCC1 the results were mHTT-CaM PPI inh -12 and Pf apPOL inh -2.
`O=C(Nc1ccc(Br)cc1)c1cccnc1` gave mHTT-CaM PPI inh 10 and Pf apPOL inh -4.
For COc1cc(Br)c(Br)c(C=Nc2c(C)cccc2O)c1O the results were mHTT-CaM PPI inh 37 and Pf apPOL inh 0.
Screening CNC(=S)NNC(=O)c1csc(C)n1 returned Pf apPOL inh -29.

By substructure: the entries above with bromine (2)
`O=C(Nc1ccc(Br)cc1)c1cccnc1` gave mHTT-CaM PPI inh 10 and Pf apPOL inh -4.
For COc1cc(Br)c(Br)c(C=Nc2c(C)cccc2O)c1O the results were mHTT-CaM PPI inh 37 and Pf apPOL inh 0.

Continuation:
Screening CC(NC(=O)c1ccccc1OCC(=O)NC12CC3CC(CC(C3)C1)C2)c1ccccc1 (stereo not drawn) returned mHTT-CaM PPI inh 1 and Pf apPOL inh 0.
Screening C=CCN(CC=C)C(=O)c1ccc(SC)cc1OC returned mHTT-CaM PPI inh 2 and Pf apPOL inh 3.
For COc1ccc(Oc2ccc(C(=O)C=CN(C)C)cc2)cc1 the results were Pf apPOL inh 1&-5.
Cc1c(C(=O)O)sc2ncnc(N3CCN(c4ccccc4F)CC3)c12 was read as mHTT-CaM PPI inh 3 and Pf apPOL inh -1.
Screening CCc1ccc(N2N=C(C)/C(=C\c3ccc(N(C)C)cc3)C2=O)cc1 returned mHTT-CaM PPI inh 70* and Pf apPOL inh -1.
Screening CC1(C(=O)O)C2C=CC3(CN(c4ccccc4)C(=O)C31)O2 (stereo not drawn) returned mHTT-CaM PPI inh -4 and Pf apPOL inh -2.
Cn1nccc1C(=O)N1CCC(CCOc2ccc(F)cc2)CC1 was read as mHTT-CaM PPI inh -1 and Pf apPOL inh -8.
O=C(Nc1ccc(F)cc1)c1csc(-c2ccc(N3CCCC3)nc2)n1 was read as mHTT-CaM PPI inh 23 and Pf apPOL inh -1.
For COc1ccc(C(CNS(=O)(=O)c2cccs2)N2CCN(C)CC2)cc1 (stereo not drawn) the results were mHTT-CaM PPI inh -26 and Pf apPOL inh -6.
CC1(C)CC(NC(=O)C(C)(C)Oc2ccc(Cl)cc2)CC(C)(C)N1 was read as mHTT-CaM PPI inh -5 and Pf apPOL inh 0.
`Cc1ccc(SCC(=O)N2CCC(C(F)(F)F)CC2)cc1` gave Pf apPOL inh -10.
Screening CCSc1nnc(NC(=O)c2c(-c3ccccc3)noc2C)s1 returned mHTT-CaM PPI inh -3 and Pf apPOL inh 0.
Screening COc1cc(/C=C2\SC(=O)N(CNc3ccccc3F)C2=O)cc(OC)c1OC returned mHTT-CaM PPI inh 1 and Pf apPOL inh -6.
COc1ccccc1C1CC(c2ccc(C)cc2C)=NN1C(=O)CN1CCOCC1 (stereo not drawn) was read as mHTT-CaM PPI inh 63* and Pf apPOL inh -4.
`CSC(SC)=C(C#N)S(=O)(=O)c1ccc(Cl)cc1` gave Pf apPOL inh 18.
`Fc1cccc(-c2nc(CN3CCN(c4ccccc4F)CC3)no2)c1` gave mHTT-CaM PPI inh -4 and Pf apPOL inh -4.
`Cc1ccc(OCC(=O)N2CCC(c3nc4ccncc4n3C(C)C)C2)cc1` (stereo not drawn) gave mHTT-CaM PPI inh 7 and Pf apPOL inh -8.
`CN1CCN(C2=CC(=O)OC23CCCCC3)CC1` gave mHTT-CaM PPI inh 3 and Pf apPOL inh -5.
Screening CCCCN1C(=O)C(C)(C(=O)NCc2ccc(Cl)cc2)Oc2cccnc21 (stereo not drawn) returned mHTT-CaM PPI inh -4 and Pf apPOL inh 2.
`O=C(CCCc1ccccc1)N1CCCCC1c1nncn1CC1CC1` (stereo not drawn) gave mHTT-CaM PPI inh -4 and Pf apPOL inh -6.

Retrieved one by one from the list above (2):
Screening CCCCN1C(=O)C(C)(C(=O)NCc2ccc(Cl)cc2)Oc2cccnc21 (stereo not drawn) returned mHTT-CaM PPI inh -4 and Pf apPOL inh 2.
CC1(C)CC(NC(=O)C(C)(C)Oc2ccc(Cl)cc2)CC(C)(C)N1 was read as mHTT-CaM PPI inh -5 and Pf apPOL inh 0.

Part of the list above in order of number of heavy atoms, high to low:
`COc1cc2c(C(=O)O)c(-c3ccc(F)cc3Cl)n(C)c(=O)c2cc1OC` gave mHTT-CaM PPI inh 2 and Pf apPOL inh -3.
Screening CCc1ccc(N2N=C(C)/C(=C\c3ccc(N(C)C)cc3)C2=O)cc1 returned mHTT-CaM PPI inh 70* and Pf apPOL inh -1.
`CSC(SC)=C(C#N)S(=O)(=O)c1ccc(Cl)cc1` gave Pf apPOL inh 18.

The results go on.
`CCC(C)c1ccccc1OCC(O)CNC(C)(C)C(C)(C)C` (stereo not drawn) gave mHTT-CaM PPI inh 100* and Pf apPOL inh -6.
`COc1ccc(/C=C2/SC(N3CCCC3)=NC2=O)cc1O` gave mHTT-CaM PPI inh 1 and Pf apPOL inh -11.
NNC(=O)c1cc2c(s1)-c1ccccc1CC2 was read as Pf apPOL inh 0&0.
Screening O=C(O)c1ccccc1C(=O)Nc1ccc(Br)c(C(F)(F)F)c1 returned Pf apPOL inh -15.
For Cc1ccccc1CC(=O)Nc1cccn2c(C)nnc12 the results were mHTT-CaM PPI inh 11 and Pf apPOL inh 0.
`N#Cc1nc(-c2cccs2)oc1N1CCN(C(=O)c2ccco2)CC1` gave mHTT-CaM PPI inh -2 and Pf apPOL inh -2.
Screening CCCCCC(=O)Nc1nnc(Cc2ccc(OC)c(OC)c2)s1 returned mHTT-CaM PPI inh 9 and Pf apPOL inh 2.
For Cc1cccc(NC(=O)c2ccccc2C(=O)Nc2cccc(C)c2)c1 the results were mHTT-CaM PPI inh -4 and Pf apPOL inh -2.
For Cc1ccc(C(=O)Nc2ccccn2)cc1S(=O)(=O)N1CCCCC1 the results were mHTT-CaM PPI inh -1 and Pf apPOL inh 1.
`COc1nccnc1NC1CCN(C(=O)NCc2ccco2)CC1` gave mHTT-CaM PPI inh 0 and Pf apPOL inh -4.
`N/C(=N\OC(=O)c1ccc(F)cc1)c1ccccn1` gave mHTT-CaM PPI inh inactive and Pf apPOL inh 0.
Screening CC1CCC(NC(=O)c2cc(-c3cccnc3)nc3ccccc23)CC1 (stereo not drawn) returned mHTT-CaM PPI inh 21 and Pf apPOL inh -25.
Screening COc1ccccc1NC(=O)COc1ccc(C)cc1 returned mHTT-CaM PPI inh -47 and Pf apPOL inh 3.
Screening Nc1nc(-c2ccccc2)cn1Nc1ccccc1 returned Pf apPOL inh 1.
For Clc1ccc(-c2csc(-c3ccc4c(c3)CCO4)n2)s1 the results were Pf apPOL inh -12.
COc1ccc(CC(=O)N2CCC(c3nc(C(=O)N4CCCC4)c(C)o3)CC2)cc1 was read as mHTT-CaM PPI inh 21 and Pf apPOL inh -1.
`COCCCN(C(=O)Nc1cccc(OC)c1)C(C)c1ccncc1` (stereo not drawn) gave mHTT-CaM PPI inh -1 and Pf apPOL inh -11.
CSc1nc(C)c(C(C)=O)cc1C#N was read as mHTT-CaM PPI inh 2 and Pf apPOL inh -2.
Screening Cc1nnc(NC(=O)c2ccc(S(=O)(=O)N3CCCCCC3)cc2)o1 returned mHTT-CaM PPI inh 22 and Pf apPOL inh -68.
`O=C(Nc1ccccc1Cl)N1CCCN(C2CCN(Cc3ccc(F)cc3)C2=O)CC1` (stereo not drawn) gave mHTT-CaM PPI inh 8 and Pf apPOL inh -8.
Screening COc1ccc(O)c(C(=O)C2c3ccccc3C(=O)N2c2ccc(C)cc2)c1 (stereo not drawn) returned Pf apPOL inh 20.
CN1CCN(C(=O)c2csc(N3CCN(c4ccc(Cl)cc4)CC3)n2)CC1 was read as mHTT-CaM PPI inh 28 and Pf apPOL inh -9.
`CCOc1ccc2c(=O)c(Oc3ccc(OC)cc3)c(C)oc2c1` gave mHTT-CaM PPI inh -6 and Pf apPOL inh -3.
COCCNC(=O)CSC1=Nc2ccccc2C2=NC(CC(=O)NCc3ccccc3)C(=O)N12 (stereo not drawn) was read as mHTT-CaM PPI inh 3 and Pf apPOL inh -1.
`O=C(CN1CCC2(CC1)N=C(c1ccc(Cl)cc1)C(=O)N2)Nc1cccc(Cl)c1` gave mHTT-CaM PPI inh -8 and Pf apPOL inh -2.
`CC(C)CN1C(=O)c2ccc(C(=O)Nc3c[nH]c(=O)[nH]c3=O)cc2C1=O` gave mHTT-CaM PPI inh 2 and Pf apPOL inh 0.
CCc1ccc(CNC(=O)c2cc3ccncc3n2C)cc1 was read as mHTT-CaM PPI inh -8 and Pf apPOL inh -20.
COC(=O)c1ccc(NC(=O)C(=O)NCC2(c3ccc(F)cc3)CC2)cc1 was read as mHTT-CaM PPI inh -18 and Pf apPOL inh -12.
Screening O=C(NCCN1CCC(Cc2ccccc2)CC1)c1csc(-c2ccncc2)n1 returned mHTT-CaM PPI inh 14 and Pf apPOL inh 1.
CC(C)C(=O)NCCc1csc(C2CCCN(C(=O)c3cc4ccccc4[nH]3)C2)n1 (stereo not drawn) was read as mHTT-CaM PPI inh 16 and Pf apPOL inh -1.
For CCCC(=O)N1CCC(c2cnn(-c3cccc(C)c3)c2)CC1 the results were mHTT-CaM PPI inh 5 and Pf apPOL inh -2.
COCCNC(=O)C(C)C1CCN(C(=O)c2sc(-c3ccc(F)cc3)nc2C)CC1 (stereo not drawn) was read as mHTT-CaM PPI inh 3 and Pf apPOL inh 8.
For COc1ccc(CC(=O)N2CCc3c(nc4cc[nH]n4c3=O)C2)c(Cl)c1 the results were mHTT-CaM PPI inh 6 and Pf apPOL inh 0.
`O=C(Nc1ccccc1)Nc1nccc(-c2cc(OCC(F)(F)F)ccc2OCC(F)(F)F)n1` gave Pf apPOL inh 4.
COC(=O)c1ccc2nc3c(cc2c1)[C@@H]1CCN2C(=O)CCC[C@H](C3)[C@H]12 was read as mHTT-CaM PPI inh 8 and Pf apPOL inh -4.
`CCCC(C)C(=O)N(C)c1ccccc1` (stereo not drawn) gave mHTT-CaM PPI inh 0 and Pf apPOL inh -3.
For CCCCN(C)C(=O)C1c2cc(OC)c(OC)cc2C(=O)N(C)C1c1cccnc1 (stereo not drawn) the results were mHTT-CaM PPI inh -2 and Pf apPOL inh 4.
Screening COc1ccccc1N1CCN(C(=O)c2nn(-c3ccc(F)cc3)cc2OC)CC1 returned mHTT-CaM PPI inh 68* and Pf apPOL inh -9.
Screening Cc1c(Cl)cccc1NC(=O)N1CC(C(=O)N2CCCC2)C2(CCOCC2)C1 (stereo not drawn) returned mHTT-CaM PPI inh 3 and Pf apPOL inh 4.
For O=C(c1cc2n(n1)C(C(F)(F)F)CC(c1ccc(Br)cc1)N2)N1CCCC1 (stereo not drawn) the results were mHTT-CaM PPI inh 4 and Pf apPOL inh -6.
`CC(C)(C)OC(=O)COc1ccc2c(c1)OC(=Cc1cc(Cl)cc3c1OCOC3)C2=O` gave mHTT-CaM PPI inh 0 and Pf apPOL inh 6.
Cc1cccc2c1CCc1cc(C(C)C)ccc1-2 was read as Pf apPOL inh -6&-5.
CCCCN(C)CCCNC(=O)CN1C(=O)/C(=C/c2cccc(Cl)c2)Sc2ccccc21 was read as mHTT-CaM PPI inh 98* and Pf apPOL inh 1.
Screening COc1ccc(Br)cc1/C=C1/N=C(c2ccco2)OC1=O returned mHTT-CaM PPI inh 12 and Pf apPOL inh 10.
Screening Cc1ccc(/C=C/C2=NC(=C\c3ccccc3Cl)/C(=O)O2)cc1 returned mHTT-CaM PPI inh 22 and Pf apPOL inh 2.
Screening Cc1ccc(N2CC(C(=O)NCc3cccnc3)CC2=O)cc1Cl (stereo not drawn) returned mHTT-CaM PPI inh -2 and Pf apPOL inh 2.
`COc1ccc(-c2cc(-c3ccccc3)c(-c3ccccc3)o2)cc1` gave Pf apPOL inh -5.
